Screening data as filed in PubChem.
eIF4E-4G inh = blocks eIF4E binding to eIF4G | inhibition, % at 21.7 µM | TR-FRET eIF4E-eIF4GI(517-606) binding, 2 h | 220,000 tested, 0.37% active;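 active means inhibition above about 30%, limit read from the data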;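 further: 0% = full FRET control wells and 100% = background wells lacking eIF4GI fragment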
p97 ATPase inh = blocks human p97 ATPase activity; recombinant p97 ATPase, Kinase-Glo ATP luminescence, 3 h; inhibition, % at 8 µM; 220,000 tested, 0.42% active; AID 1481; in the data active means inhibition above about 15%;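 further: 0% = DMSO vehicle and 100% = wells lacking enzyme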
NPY-Y2 PAM-ag = potentiators or agonists of human neuropeptide Y receptor Y2; cells expressing NPY-Y2, potentiator/agonist read-out; activation, % at 3.6 µM; 220,000 tested, 0.45% active; in the data active means activation above about 27%;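 further: cells stimulated with NPY near EC25 plus isoproterenol at EC100; 0% = vehicle plus submaximal agonist and 100% = vehicle plus saturating agonist; some results beyond the cut were filed as inactive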
Target sequence (P49146 whole entry, looked up): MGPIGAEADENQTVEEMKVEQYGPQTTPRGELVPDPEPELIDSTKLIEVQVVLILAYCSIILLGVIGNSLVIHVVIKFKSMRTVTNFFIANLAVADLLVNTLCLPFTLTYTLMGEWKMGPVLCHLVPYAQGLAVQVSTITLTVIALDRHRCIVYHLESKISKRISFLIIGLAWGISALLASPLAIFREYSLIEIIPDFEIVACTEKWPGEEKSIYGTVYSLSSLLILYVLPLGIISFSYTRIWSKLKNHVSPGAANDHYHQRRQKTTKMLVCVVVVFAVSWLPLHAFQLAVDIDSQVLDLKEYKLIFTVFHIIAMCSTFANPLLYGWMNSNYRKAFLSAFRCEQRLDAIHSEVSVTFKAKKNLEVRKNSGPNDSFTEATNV
EP2 modulator = modulates human prostaglandin E2 receptor EP2 signaling; EP2-expressing cells, cAMP HTRF FRET, PGE2 co-stimulation; induction, % at 25 µM; 260,000 tested, 0.83% active; P43116;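 active means compounds whose cAMP rise, as percent of the full-agonist control response, exceeds 60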;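 further: rat C6 glioma line stably carrying human EP2 under a CMV promoter; the protocol text gives 20 µM as final concentration; 100% = response of wells given 1 µM PGE2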
S1P4 antag = human S1P4 receptor antagonism | O95977 | 220,000 tested, 0.26% active | S1P4-expressing cells, antagonist mode, reporter read-out | inhibition, % at 4.98 µM; in the data active means inhibition above about 29%;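 further: 0% = wells stimulated with agonist and 100% = vehicle wells without agonist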
Target sequence (O95977 whole entry, looked up): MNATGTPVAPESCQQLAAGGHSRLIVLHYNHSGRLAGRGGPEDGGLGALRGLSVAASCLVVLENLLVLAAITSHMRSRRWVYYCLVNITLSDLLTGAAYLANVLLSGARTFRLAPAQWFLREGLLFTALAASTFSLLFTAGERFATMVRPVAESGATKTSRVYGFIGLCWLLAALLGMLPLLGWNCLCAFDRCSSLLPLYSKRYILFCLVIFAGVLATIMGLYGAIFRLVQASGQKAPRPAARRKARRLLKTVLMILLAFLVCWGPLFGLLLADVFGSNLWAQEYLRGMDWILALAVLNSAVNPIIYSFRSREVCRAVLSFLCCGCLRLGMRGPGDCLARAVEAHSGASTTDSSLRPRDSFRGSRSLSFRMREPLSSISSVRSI
NPY-Y1 antag = antagonists of human neuropeptide Y receptor Y1; 200,000 tested, 1% active; AID 1040; HEK293-CNG Y1 cells, membrane potential fluorescence; NPY at EC95, then isoproterenol; inhibition, % at 3.6 µM;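 active means inhibition above the campaign mean inhibition of all tested compounds plus 3 SD, cut at about 20% in these data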;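 further: 0% = DMSO wells given NPY plus isoproterenol and 100% = isoproterenol alone without NPY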
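Test system – HEK293 Y1/CNG channel cell line · Also added – NPY agonist 25 nM, then isoproterenol 1 µM plus Ro 20-1724 25 µM · Compound dosing – one concentration, 3.6 µM, in 0.4% DMSO · Schedule – compound incubation 1 h at room temperature, readout 45 min post-stimulation · Technique – fluorescence, membrane potential probe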
EP2 antag = inhibitors of human EP2 prostaglandin E2 receptor; 260,000 tested, 0.52% active; P43116; AID 1422; inhibition, % at 25 µM; C6 glioma cells expressing human EP2, cAMP TR-FRET; cells stimulated with saturating PGE2;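 active means percent inhibition above 40 after rounding to a whole number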;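 further: rat C6 glioma host cells with rolipram phosphodiesterase inhibitor present; the protocol text gives 20 µM as final concentration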
NPY-Y1 PAM-ag = potentiators or agonists of human neuropeptide Y receptor Y1; 220,000 tested, 0.37% active; NPY-Y1 expressing cells, potentiator/agonist activation; P25929; activation, % at 3.6 µM; in the data active means activation above about 33%, passing the limit was not always enough;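 further: cells stimulated with NPY at EC10 then isoproterenol at EC100; 0% = low agonist plus stimulus and 100% = saturating agonist plus stimulus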
S1P4 ag = activates the human S1P4 receptor; O95977; S1P4-expressing cell line, agonist reporter assay; activation, % at 4.98 µM; 220,000 tested, 0.35% active; AID 1509; in the data active means activation above about 11%;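 further: 0% = DMSO vehicle and 100% = reference agonist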
An asterisk follows results filed as active; . = no result given; & = joins results of further samples; [ ] = another dose, or the depositor's remark. An excerpt; count on the stated rates, not on these rows.

Results follow in this order: eIF4E-4G inh, p97 ATPase inh, NPY-Y2 PAM-ag, EP2 modulator, S1P4 antag, NPY-Y1 antag, EP2 antag, NPY-Y1 PAM-ag, S1P4 ag
- C/C(=N\NC(=O)Cn1nc(C)c(Br)c1C)c1cccs1
→ 3, 4, -6, 19, -21, 0, 5, -10, 0.1
- Cc1cc(NC(=O)COc2ccc(Cl)cc2Cl)n(CCC#N)n1
→ -8, -4, -10, -5, 6, -4, 2, -2, -0.2
- Cc1cccc(Nc2nc3c(c(=O)n(C)c(=O)n3C)n2CC(O)CO)c1 (stereo not given)
→ 2, 4, 7, 2&-14, -5, 6, 10&8, 14, -1.8
- NC(=O)C1CCN(C(=O)/C=C/c2cccc(Br)c2)CC1
→ 1, -1, 0, -10, 12, ., 7, 8, -1.6
- O=C(CCCn1c(=S)[nH]c2cc3c(cc2c1=O)OCO3)N1CCN(c2ccccc2)CC1
→ -9, 0, -6, -52, -9, -1, 2, -6, 1.0
- CC(=O)Nc1ccn(Cc2c(F)cccc2Cl)n1
→ 4[fluorescence artefact?], 2, 4, 24, 9, 3, 1, -11, 1.4
- CCCOc1ccc(C(=O)Nc2ccc(C)cc2[N+](=O)[O-])cc1
→ -1, 4, -3, 10, -11, 6, 7, -10, -0.6
- CCOC(=O)CSc1nnnn1-c1cc(OC)ccc1OC
→ 0[fluorescence artefact?], 3, 0, 21&-23, 6, -4, 7&7, -2, 1.8
- Cn1c(=O)[nH]c(Nc2ccc(F)cc2)c([N+](=O)[O-])c1=O
→ 16, 3, 16, -8, 4, 6, 1, -5, 1.0
- COC(=O)c1ccc(CNC(=O)COC(=O)c2cc(Cl)nc(Cl)c2)cc1
→ -3, -1, -2, 27, -10, 6, 5, 2, 1.2
- COc1ccc(NC(=O)C2C3C=CC(C3)C2C(=O)NCc2ccco2)cc1 (stereo not given)
→ 1, -3, 9, -6, -8, 11, 5, 2, 0.5
- CCNc1nc(NCC)n2c(SCC(=O)NCC3CCCCC3)nnc2n1
→ 0, -5, 11, 7, -8, 6, 5, -5, -0.9
- CC(Sc1ccsc1[N+](=O)[O-])C(=O)NCc1ccccc1 (stereo not given)
→ 2, 16*, 5, -11, 4, 5, 5, 15, 5.9
- CC(C)(C)c1ccc(CCC(CC(=O)O)CC(=O)O)cc1
→ 0, 1, 0, 17, -11, 2, 6, 2, -0.2
- c1ccc(N2CCN(Cc3ccnc4ccccc34)CC2)cc1
→ 3, 0, 2, -22, -5, -7, 2, -9, 0.0
- CN1COc2ccc3ccccc3c2C1
→ -3, 5, 9, -20, -10, 0, 7, 4, 0.0
- COc1ccccc1-n1c(CNC(=O)COc2ccccc2)n[nH]c1=S
→ 0, 0, 6, 17, 5, 7, 5, 2, -0.3
- CCOC(=O)c1c(-c2ccc(OC)cc2)csc1NC(=O)CSc1ncnc2sccc12
→ 0, -4, -7, 23, -5, 3, 10, -32, -1.1
- N#CC1=C(N)NC(SCC(=O)c2ccccc2)=C(C#N)C12CCCC2
→ -2, 3, -4, -41, 4, -1, 20, -30, 2.1
- CC(=O)CC(=O)Nc1ncc(C(F)(F)F)cc1Cl
→ -1, -1, 8, 17, -7, -1, 4, -14, 3.1
- CC(=O)Nc1ccc(C(=O)OCC(=O)NCc2ccccc2)cc1
→ -1, 1, 0, 6, 1, 3, 5, -4, -1.8
- Cc1csc(SCC(=O)Nc2ccccn2)n1
→ 0[fluorescence artefact?], -2, 6, 18, -29, 4, 14, 28, -0.5
- Cc1ccccc1OCC(=O)NC(Cc1c[nH]c2ccccc12)C(=O)O (stereo not given)
→ 5, 2, -14, -16&21, 2, 2, 12&12, -8, -1.6
- CC(=O)c1ccc(N2CCN(C(=O)c3ccc(Br)cc3)CC2)c(F)c1
→ 3, 1, 10, -40, -19, 0, 10, 6, 0.1
- Cc1cccn2c(=O)c(C=O)c(N3CCCCCC3)nc12
→ 1, 2, -20, -16, -6, 15, 9, -8, -0.3
- O=C(Cn1nc(Cc2cccnc2)c2ccccc2c1=O)NCc1ccc(F)cc1
→ -1[fluorescence artefact?], -9, -18, 3, 15, 1, 7, 4, -1.9
- CCN(CC)CCNS(=O)(=O)c1ccc2[nH]cc(C(=O)O)c(=O)c2c1
→ -3, 3, -6, 1, 2, 1, 2, 11, 0.5
- C=CCN(C(=O)C1=NN(C2CCS(=O)(=O)C2)C(=O)CC1)c1nc(-c2ccc([N+](=O)[O-])cc2)cs1 (stereo not given)
→ 6, 5, 5, -60, -2, 0, 15, 17, 0.2
- Cc1ccc(C(=O)N/C(=C/c2ccccc2)C(=O)NC(Cc2ccccc2)C(=O)O)cc1 (stereo not given)
→ 13, 0, -1, 7, -16, 0, 4, -1, 0.3
- CC(C)NC(=O)C1CCN(C2CCN(Cc3cn[nH]c3-c3ccccc3)CC2)CC1
→ -2, 0, -19, 2, -7, 4, 3, -9, -2.2

Fetched by compound from the list above, 5 records:
Results follow in this order: eIF4E-4G inh, p97 ATPase inh, NPY-Y2 PAM-ag, EP2 modulator, S1P4 antag, NPY-Y1 antag, EP2 antag, NPY-Y1 PAM-ag, S1P4 ag
- Cc1cc(NC(=O)COc2ccc(Cl)cc2Cl)n(CCC#N)n1
→ -8, -4, -10, -5, 6, -4, 2, -2, -0.2
- CC(=O)Nc1ccc(C(=O)OCC(=O)NCc2ccccc2)cc1
→ -1, 1, 0, 6, 1, 3, 5, -4, -1.8
- O=C(Cn1nc(Cc2cccnc2)c2ccccc2c1=O)NCc1ccc(F)cc1
→ -1[fluorescence artefact?], -9, -18, 3, 15, 1, 7, 4, -1.9
- c1ccc(N2CCN(Cc3ccnc4ccccc34)CC2)cc1
→ 3, 0, 2, -22, -5, -7, 2, -9, 0.0
- CC(C)(C)c1ccc(CCC(CC(=O)O)CC(=O)O)cc1
→ 0, 1, 0, 17, -11, 2, 6, 2, -0.2

Some of the entries above in another layout:
Structure	eIF4E-4G inh	p97 ATPase inh	NPY-Y2 PAM-ag	EP2 modulator	S1P4 antag	NPY-Y1 antag	EP2 antag	NPY-Y1 PAM-ag	S1P4 ag
N#CC1=C(N)NC(SCC(=O)c2ccccc2)=C(C#N)C12CCCC2	-2	3	-4	-41	4	-1	20	-30	2.1
NC(=O)C1CCN(C(=O)/C=C/c2cccc(Br)c2)CC1	1	-1	0	-10	12	.	7	8	-1.6
CC(Sc1ccsc1[N+](=O)[O-])C(=O)NCc1ccccc1 (stereo not given)	2	16*	5	-11	4	5	5	15	5.9
Cc1csc(SCC(=O)Nc2ccccn2)n1	0[fluorescence artefact?]	-2	6	18	-29	4	14	28	-0.5

Following part
Results follow in this order: eIF4E-4G inh, p97 ATPase inh, NPY-Y2 PAM-ag, EP2 modulator, S1P4 antag, NPY-Y1 antag, EP2 antag, NPY-Y1 PAM-ag, S1P4 ag
- O=C(COC(=O)c1ccc(CO)cc1)Nc1ccc(OC(F)F)cc1
→ 9, 10, 4, -35, -1, -3, 7, -3, -1.1
- COc1ccc(NC(=O)CSc2nnc(CNC(=O)c3ccco3)o2)cc1
→ -3, 2, 3, 13, -17, 7, 2, -3, 1.9
- COc1cccc2cc(C(C)N(CCCN3CCOCC3)C(=S)Nc3cccc(C)c3)oc12 (stereo not given)
→ -3, 3, 7, -3, 11, 8, 7, -9, 0.5
- Cc1ccnc2c(N3C(=O)C4C5C=CC(C5)C4C3=O)cccc12 (stereo not given)
→ -16, 5, 11, 24, -4, 4, 7, 7, 0.5
- O=c1ccccn1CCOc1ccccc1Cl
→ 18[fluorescence artefact?], 0, -12, 35, -8, 0, 4, 17, 1.4
- CCOC(=O)CSc1nnc(-c2ccc(Cl)cc2Cl)o1
→ -6, -1, -10, 27, 1, 20, 7, -19, -0.9
- CC(C)CNS(=O)(=O)c1ccc(CCC(=O)N2CCN(c3ccccc3)CC2)cc1
→ 3, -2, 5, -16, -1, 1, 6, 11, -2.8
- COc1ccccc1NS(=O)(=O)c1ccc(C)c(NC(=O)c2ccc(S(=O)(=O)N3CCCCCC3)cc2)c1
→ -11, -5, 6, 17, -18, 4, 2, 14, -0.7
- O=C(COC(=O)c1n[nH]c2ccccc12)Nc1cccc(S(=O)(=O)N2CCOCC2)c1
→ -2, -3, -5, -43, -7, -4, 12, 4, 2.4
- COc1cc2c(cc1OC)CN(C(=O)c1ccc(OC)c(S(=O)(=O)N3CCOCC3)c1)CC2
→ -2, 1, 1, 30, -5, 8, 6, -22, 1.9
- Cn1c(=O)[nH]c(=O)c2c1nc(NCCCO)n2Cc1ccc(F)cc1
→ -14, 3, -11, 9, -23, -2, 10, -15, 0.5
- COc1cc(C(=O)NC(=S)Nc2ccccc2[N+](=O)[O-])cc(OC)c1OC
→ -3, 0, -7, -26, -11, -1, 4, -8, -0.7
- CC(C)OC(=O)c1cc(NC(=S)Nc2ccc([N+](=O)[O-])cc2)cc(C(=O)OC(C)C)c1
→ -7, 4, 0, -40, -1, -5, 10, -1, -2.8
- Cc1nnc(SCCCn2c(N3CCCCC3)nc3c2c(=O)[nH]c(=O)n3C)s1
→ 1, 0, 0, 14, -13, 3, 1, -6, -1.2
- CCN(CC)C(=O)CS(=O)CC(=O)Nc1cc(OCCOC)c(Cl)cc1Cl (stereo not given)
→ -4, 0, -22, -2, -4, -2, 5, -18, -1.9
- O=C(O)CCC(=O)Nc1ccc(Br)cn1
→ -3, 8, 10, 8, -13, -9, 9, -2, 2.8
- Cc1ccc2cc3c(N)c(C(=O)Nc4c(C)[nH]c(=O)[nH]c4=O)sc3nc2c1
→ -4, -4, 1, -27&5, -7, 7, 2&17, -2, 0.6
- COc1ccc(OC)c2c1nc1n2CCS1
→ 0, 6, -2, 27, -17, 1, 10, -13, -0.5
- CCOC(=O)CC1COc2ccccc2N1C(=O)c1ccc(C)cc1 (stereo not given)
→ -6, -1, 4, 1, -20, 3, 10, -5, 0.4
- O=C(N[C@H](C(=O)O)c1ccccc1)C1CCC(Cn2nnc3ccccc3c2=O)CC1 (stereo not given in full)
→ 0, -3, -22, 6, 7, ., 9, 1, 0.8
- CCN(CC)C(=O)c1cc2c(=O)n3ccccc3nc2s1
→ 2, -5, -13, 16, -15, -1, 8, 7, -0.3
- COc1cccc([C@@H]2Oc3ccc(OC)cc3C(=O)[C@H]2O)c1
→ 9, 2, -6, 9, -2, 10, 17, -30, 0.4
- OCC1(c2cc(C(F)(F)F)n[nH]2)CCCCC1
→ -3[fluorescence artefact?], -5, 12, 18, 1, 7, 4, 11, -0.8
- CCOC(=O)N1CCC(NC(=O)c2cc(S(=O)(=O)N3CCOCC3)ccc2F)CC1
→ -1, 1, 9, 1, -1, -2, 7, 10, 1.4
- CC1(C)CC(=O)C2=C(C1)Nc1cc(Cl)ccc1S2
→ -2, 10, -9, -23, 20, ., 6, 17, 0.5
- O=C(NCc1cccnc1)C1CCCCN1S(=O)(=O)c1ccc(F)cc1 (stereo not given)
→ 2, 1, 4, 9, -8, -1, 8, -6, -0.3
- Cc1cc(C)n(-c2ccc(F)cc2)c(=O)c1C#N
→ 7, 2, 8, 25, 3, -5, 16, 9, -1.4
- COc1cc(CN2CCNC(=O)C2CC(=O)N2CCc3ccccc3C2)cc(OC)c1 (stereo not given)
→ 1, 6, -4, -12, -13, 1, 2, 1, 2.0
- CNC(=O)C1CC(=O)N(CCc2ccc(OC)c(OC)c2)C(=Nc2ccc(F)cc2)S1 (stereo not given)
→ 1, 5, -7, 6, -2, 13, 5, -7, 1.2
- O=C(Nc1ccccc1)Nc1ccc(Cl)c([N+](=O)[O-])c1
→ 3, 1, 11, -85, -15, -1, 16, -4, 3.4
- CCOCCn1c(C(C)C)nc2ccccc21
→ 2[fluorescence artefact?], 2, 4, 25, -7, 9, 14, 13, -0.4
